High-throughput results: PubChem, National Center for Advancing Translational Sciences (NCATS)
KB-V1 cytotox: KB-V1 MDR subline cytotoxicity; KB-V1 MDR cells viability, CellTiter-Glo, 72 h; Potency, µM (titrated, usually from 46.1 µM), for inactives: at the top dose activity change, negative = cytotoxicity, actives largely listed as cytotoxic; hit rate 3.4% among 400,000; note: potency is the fitted concentration of half-maximal effect; % is set by controls: 0 for no effect and ±100 for the full control effect; nearly all actives have a fitted effect of over 60% in size
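Readout: CellTiter-Glo luminescence, 10 min after addition. Cells: KB-V1 MDR subline, 72 h at 37 degrees C with compound. Analysis: corrected, normalized data fitted to concentration-effect curves.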
HEK293 tox: cytotoxic in the GLP-1 receptor inverse agonist counter-screen; HEK293 cAMP-luciferase reporter cells, luminescence, 24 h; hit rate 0.13% among 410,000; Potency, µM (titrated, usually from 38.3 µM), for inactives: at the highest dose activity change, negative = inhibition, actives largely listed as inhibitors; AID 624418;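 note: loss of luciferase light is scored as toxicity; potency is the fitted concentration of half-maximal effect; % is set by controls: 0 for no effect and ±100 for the full control effect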
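Here, cytotoxicity is scored as loss of luminescence. The MLSMR collection was tested on cells seeded in medium containing 10% Nu serum, with a 24 hr compound exposure preceded by 12 hours of culture.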
SW480 rereplic: DNA re-replication induction in SW480 cells; SW480 DNA re-replication, Hoechst DNA content imaging, 48 h; Potency, µM (doses to about 46.1 µM), without a hit: at the highest dose re-replication activation, actives largely listed as activators; hit rate 1.8% among 340,000; note: potency is the fitted concentration of half-maximal effect; % of control where 0% means no effect; nearly all actives have a fitted effect of over 55% in size
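Quantitative HTS format with DMSO vehicle controls; 48 hr drug incubation at 37 C, then 40 min Hoechst staining and scanning imager measurement at 405 nm excitation.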
IL-1B inflam inh: blocks inflammasome-driven IL-1 beta release; THP-1 LPS/ATP IL-1B secretion, AlphaLISA, 16 h; active compounds read low; activity change, % at 57.5 µM; hit rate 4.7% among 360,000; AID 743279; in the data active = activity change below about -50%; inconclusive = mostly about -30% to -49%; note: % is set by controls: 0 for no effect and ±100 for the full control effect
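Secreted IL-1B measured by AlphaLISA bead assay after 16 h compound exposure of THP-1 cells; compounds (final up to 57.5 uM) added 1 h before LPS (250 ng/mL) and ATP (1.25 mM) stimulation; lower signal means less secretion.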
MCF10A rereplic: induces DNA re-replication in MCF 10a normal breast cells | Potency, µM (top dose mostly 46.1 µM), for the others: at the highest dose activity, positive = re-replication, usual class: activators | MCF 10A DNA re-replication, Hoechst nuclear intensity, 48 h | hit rate 2.9% among 350,000 | AID 624296; note: potency is the fitted concentration of half-maximal effect; % of control where 0% means no effect; nearly all actives have a fitted effect of over 50% in size
HT1080NT lethal: kills 2HG-producing HT-1080-NT fibrosarcoma cells; HT-1080-NT fibrosarcoma viability, CellTiter-Glo ATP luminescence, 48 h; Potency, µM (series often up to 46.1 µM), inactives show top-dose activity, negative = less viability, actives largely listed as cytotoxic; hit rate 1.6% among 360,000;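 note: NT is the 2HG producing partner of a matched IDH1 knockdown line; potency is the fitted concentration of half-maximal effect; 0% = DMSO-treated cells and -100% = media-only wells without cells; nearly all actives have a fitted effect of over 55% in size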
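HT-1080-NT fibrosarcoma cells (2HG-overproducing), 750 cells/well in RPMI with 5% FBS, dosed after 2 h and incubated 48 h at 37C. CellTiter-Glo luminescence normalized to DMSO and no-cell wells; concentration-response curves fitted and classed.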
KB-3-1 cytotox: KB-3-1 parental cell cytotoxicity; KB-3-1 viability, CellTiter-Glo ATP luminescence, 72 h; Potency, µM (titrated, usually from 46.1 µM), inactives show at the top dose activity change, negative = cytotoxic, actives largely listed as cytotoxic; hit rate 1.4% among 400,000; AID 1347075; note: potency is the fitted concentration of half-maximal effect; % is set by controls: 0 for no effect and ±100 for the full control effect; nearly all actives have a fitted effect of over 60% in size
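KB-3-1 cells, DMEM (no phenol red) + 10% FBS; compound by pin transfer, 72 h, 37 °C. Readout: CellTiter-Glo luminescence after 10 min. Data normalized, curve-fitted.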
HT1080 IDH1KD tx: HT-1080 IDH1 knockdown cell toxicity (counter line). AID 686971. hit rate 2% among 360,000. HT-1080 IDH1 knockdown viability, ATP luminescence, 48 h. Potency, µM (top dose mostly 46.1 µM), for inactives: at the highest dose activity, negative = toxicity, hits mostly cytotoxic;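 note: potency is the fitted concentration of half-maximal effect; 0% = DMSO wells and -100% = cell-free medium wells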
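IDH1KD HT-1080 cells, 750/well, RPMI + 5% FBS; compound pinned after 2 h settling; 48 h, 37 °C; CellTiter-Glo luminescence; % activity normalised to DMSO and no-cell wells; curves fitted, classed by r2 and efficacy.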
DRD3 agonist: D3 dopamine receptor (human) agonism; D3R DiscoveRx beta-arrestin cells, luminescence, 90 min; max activation, %; hit rate 0.58% among 410,000; AID 652048; in the data active = max activation above about 30%; note: 0% is about no effect; mostly tested at two doses, the higher about 12 µM
Target sequence (P35462 whole entry, looked up): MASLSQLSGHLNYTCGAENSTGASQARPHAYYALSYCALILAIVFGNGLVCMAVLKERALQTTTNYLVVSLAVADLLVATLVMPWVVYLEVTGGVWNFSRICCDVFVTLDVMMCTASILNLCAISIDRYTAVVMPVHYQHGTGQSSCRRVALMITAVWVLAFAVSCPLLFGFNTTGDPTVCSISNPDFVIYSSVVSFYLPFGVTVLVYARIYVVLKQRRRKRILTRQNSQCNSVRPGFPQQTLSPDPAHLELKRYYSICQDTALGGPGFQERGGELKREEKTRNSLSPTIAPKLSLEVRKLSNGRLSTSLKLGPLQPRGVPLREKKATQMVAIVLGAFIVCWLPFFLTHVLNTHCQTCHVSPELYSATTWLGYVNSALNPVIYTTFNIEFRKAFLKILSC
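Cells at 1500/well, incubated overnight, then treated with pinned compounds (dopamine as control) for 90 min at 37 degrees C. DiscoveRx reagent added for 30 - 60 minutes at room temperature; luminescence read.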
Active calls of the source: *; ? = inconclusive; nt = no result given; [ ] = dose if it differs, or a comment. Unless noted, calls come from the whole dose curve; as a rule, active = well fitted curve in the direction sought with a large enough effect; inconclusive = small, poorly fitted or top-dose-only effect, or another doubt; inactive = no such curve, though single readings can be large; an effect the other way counts as inactive or inconclusive.

item | compound | KB-V1 cytotox | HEK293 tox | SW480 rereplic | IL-1B inflam inh | MCF10A rereplic | HT1080NT lethal | KB-3-1 cytotox | HT1080 IDH1KD tx | DRD3 agonist
1 | CCC(C)NC(=O)N[C@@H](Cc1ccccc1)C(=O)O (stereo partly specified) | -6% | -12% | -64%[inhibitor] | 2 | -2% | 1% | -9% | 11% | -11
2 | CCOc1ccc2nc(NS(=O)(=O)c3cccs3)sc2c1 | 0% | -1% | -3% | 4 | 13% | 15% | 19% | 4% | -2
3 | COC(=O)Cc1c(C)nc2nc(-c3ccco3)[nH]n2c1=O | -13% | 1% | -4% | 28 | 0% | -1% | -1% | -11%[9.24 µM] | -5
4 | O=[N+]([O-])c1ccc(N2CCNCC2)cc1Sc1nc2ccccc2[nH]1 | 0% | 0% | 16µM* | -13 | 4% | -26% | ? | ? | -16
5 | CC(C)(C)C(=O)N1CCC(O)(CS(=O)(=O)c2ccc(Cl)c(Cl)c2)CC1 | ? | -3% | -13% | -7 | -2% | -2% | 0% | 1% | -18
6 | COc1cccc(NC(=O)CSc2nc3c(sc4ccccc43)c(=O)n2CCCN2CCCC2)c1 | 4% | ? | ? | ? | 18µM* | -12% | -17% | -9% | -5
7 | Cc1ccc(N2C(=O)[C@@H]3CSC(c4ccc(F)cc4)N3C2=O)cc1 (stereo partly specified) | -2% | 3% | nt | nt | nt | nt | 0% | nt | -1
8 | Cc1cc(NC(=O)c2ccc(Br)c([N+](=O)[O-])c2)no1 | ? | -9% | 3% | -19 | 0% | 0% | 0% | 3% | 8
9 | COC(=O)C(C(=O)NCC1CCCO1)C1CCCCCC1 (stereo unspecified) | 8% | 5% | -2% | 3 | -2% | 18% | 1% | 5% | 0
10 | O=C(NCc1cccnc1)/C(=C/c1ccc(-c2cccc(C(F)(F)F)c2)o1)NC(=O)c1ccccc1 | 16µM* | 3% | 1% | 8 | ? | -15% | -3% | -28% | -1
11 | CC(=O)Nc1ccc(NC2=C(Cl)C(=O)c3ccccc3C2=O)cc1 | ? | ? | 5.2µM* | -98* | ? | 4.6µM* | 16µM* | 2.9µM* | -13
12 | Cc1cc(S(=O)(=O)N(Cc2ccccc2F)C2CC2)ccc1-n1cnnn1 | ? | -1% | -1% | -5 | -1% | -25% | -7% | -19% | -10
13 | COc1ccccc1NC(=O)C1=C(C)NC(=O)NC1c1ccccc1[N+](=O)[O-] (stereo unspecified) | -11% | 11% | 7% | 20 | 1% | 3% | -5% | 13% | -10
14 | O=S(=O)(Cc1ccccc1)NCC1CCCN(Cc2ccc(F)c(F)c2)C1 (stereo unspecified) | 11% | -10% | -6% | 31 | 7% | 5% | -1% | -23% | -22
15 | CC(=O)c1cc2c(ccc3ccccc32)oc1=O | 16% | 16% | -3% | -21 | -2% | ? | 10% | ? | -8
16 | Cn1c(=O)[nH]c(=O)c2c1nc(Br)n2CCCCSc1nc2ccccc2o1 | -10% | -13% | ? | 24 | 7.3µM* | -8% | 8% | -2% | 41*
17 | Cc1cc(C)cc(NC(=O)NCCc2c(C)nn(C)c2C)c1 | 5% | -6% | nt | nt | nt | nt | 6% | nt | 6
18 | COc1ccc(OC)c(NS(=O)(=O)c2ccc(SC)cc2)c1 | 4.1µM* | ? | 13µM* | 36 | 13µM* | ? | 7.3µM* | ? | -5
19 | Cc1nc2c(C)cccc2cc1C(=O)N/N=C/c1ccc(N(C)C)cc1 | ? | -11% | ? | 28 | ? | ? | -8% | ? | -7
20 | COc1cccc(=O)c2c(C)n(CC(=O)c3ccccc3)c(C)c12 | 0% | -17% | 1% | -21 | 1% | -2% | ? | -7% | -6
21 | NC(=O)/C(=C/c1ccco1)NC(=O)/C=C/c1ccccc1 | 4% | -6% | -3% | -22 | -5% | 11% | 9% | 14% | -4
22 | COc1cccc(Nc2ncnc3c2cnn3C)c1 | 0% | -3% | ? | -8 | ? | 0% | 8% | 6% | -4
23 | COc1ccccc1/C=C/C1(C(=O)NC2CCCC2)CC(=O)N1c1ccc(C)cc1 (stereo unspecified) | 2.9µM* | ? | ? | -12 | 18µM* | ? | 21µM* | ? | -4
24 | Nc1[nH]c(C(=O)c2ccccc2)c(-c2ccccc2C(F)(F)F)c1C(=O)NCCc1cccs1 | -13% | 3% | nt | 0 | nt | 20% | 5% | 18% | -6

Reprinted from the listing for reference:
item | compound | KB-V1 cytotox | HEK293 tox | SW480 rereplic | IL-1B inflam inh | MCF10A rereplic | HT1080NT lethal | KB-3-1 cytotox | HT1080 IDH1KD tx | DRD3 agonist
18 | COc1ccc(OC)c(NS(=O)(=O)c2ccc(SC)cc2)c1 | 4.1µM* | ? | 13µM* | 36 | 13µM* | ? | 7.3µM* | ? | -5
19 | Cc1nc2c(C)cccc2cc1C(=O)N/N=C/c1ccc(N(C)C)cc1 | ? | -11% | ? | 28 | ? | ? | -8% | ? | -7
20 | COc1cccc(=O)c2c(C)n(CC(=O)c3ccccc3)c(C)c12 | 0% | -17% | 1% | -21 | 1% | -2% | ? | -7% | -6
21 | NC(=O)/C(=C/c1ccco1)NC(=O)/C=C/c1ccccc1 | 4% | -6% | -3% | -22 | -5% | 11% | 9% | 14% | -4
22 | COc1cccc(Nc2ncnc3c2cnn3C)c1 | 0% | -3% | ? | -8 | ? | 0% | 8% | 6% | -4
23 | COc1ccccc1/C=C/C1(C(=O)NC2CCCC2)CC(=O)N1c1ccc(C)cc1 (stereo unspecified) | 2.9µM* | ? | ? | -12 | 18µM* | ? | 21µM* | ? | -4
24 | Nc1[nH]c(C(=O)c2ccccc2)c(-c2ccccc2C(F)(F)F)c1C(=O)NCCc1cccs1 | -13% | 3% | nt | 0 | nt | 20% | 5% | 18% | -6

The list continues:
item | compound | KB-V1 cytotox | HEK293 tox | SW480 rereplic | IL-1B inflam inh | MCF10A rereplic | HT1080NT lethal | KB-3-1 cytotox | HT1080 IDH1KD tx | DRD3 agonist
25 | O=C(O)/C=C/C(=O)Nc1ccccc1SC(F)(F)F | 0% | 2% | -2% | 7 | 11% | 12% | 2% | 8% | 0
26 | N#CCCN(Cc1ccccc1)C(=O)Nc1ccccc1 | 13% | 2% | 3% | 5 | 0% | 18% | -1% | 4% | 5
27 | CC(=O)CC1(O)C(=O)N(Cc2ccccc2)c2ccccc21 (stereo unspecified) | 9% | -7% | -7% | 14 | 3% | 1% | 8% | 0% | -7
28 | COc1nc(NC2OC(CO)C(O)C(O)C2O)c(N)c(=O)[nH]1 (stereo unspecified) | 27% | -7% | -4% | 0 | -4% | 7% | -3% | 15% | 2
29 | O=C(CSc1nnc(-c2ccncc2)n1CC1CCCO1)NCc1ccccc1 (stereo unspecified) | -6% | 21% | -11% | 5 | 7% | 4% | 23% | 6% | -1
30 | COc1cccc(CN=CC2=C(O)CC(C)(C)CC2=O)c1OC | 19% | -1% | -5% | 28 | 4% | 1% | -2% | ? | 0
31 | Cc1ccc(NC(=S)NCC2CCCO2)c(OC(F)F)c1 (stereo unspecified) | -3% | -14% | -10% | -13 | -3% | 1% | 4% | 0% | 3
32 | COc1ccc(-c2c(C#Cc3ccsc3)c3cc(-c4ccc(C(N)=O)cc4)ccc3n2C)cc1 | 19% | -19% | -1% | -7 | ? | 12% | -1% | -10% | -6
33 | Cc1cc(OCC(=O)N2CCc3ccccc3C2)c2c(-c3ccccc3)cc(=O)oc2c1 | -29% | -13% | ? | -26 | 30% | ? | ? | ? | 3
34 | c1ccc(CCn2nnnc2CN2CCc3ccccc32)cc1 | -23% | 0% | -4% | -2 | 4% | -7% | -4% | -1% | 0
35 | Cc1nnc(SCc2cc(=O)c3cc(F)ccc3[nH]2)n1C | 0% | -7% | nt | nt | nt | nt | -3% | nt | 12
36 | CC(C)(C)OC(=O)N1CCC(CNC(=O)c2ccccc2)CC1 | ? | -8% | -25% | 5 | -9% | 2% | -3% | 10% | -8
37 | Cc1ccc(Cl)cc1NC(=O)Cn1cc2c(n1)CCCC2 | 19% | 8% | -2% | -19 | -2% | 19% | 16% | 6% | 2
38 | O=S1(=O)CCN(Cc2ccccc2C(F)(F)F)CC1 | 12% | -18% | 2% | 18 | 0% | 14% | 2% | 10% | 3
39 | C[C@H](NC(=O)C1(c2ccccc2)CCN(C(=O)OC(C)(C)C)CC1)C(=O)N[C@@H](C(=O)O)c1ccccc1 | 0% | -1% | 2% | 3 | 0% | 3% | 0% | 8% | 0
40 | CCOC(=O)c1n[nH]c2ccccc12 | -15% | 0% | -7% | 21 | -5% | 14% | 0% | 21% | -2
41 | Cc1cc(C(=O)Nc2ccccn2)no1 | 11% | 4% | -6% | 2 | 6% | 16% | 2% | -2% | 33*
42 | O=C(Nc1ccc(S(=O)(=O)Nc2nccs2)cc1)c1cc(-c2ccccc2)nc2ccccc12 | 20% | -27% | 1% | -29 | 18% | ? | -5% | ? | 1
43 | CCn1cc(C(=O)NCCc2ccc(OC)c(OC)c2)c(=O)c2cc(S(=O)(=O)N(C)C3CCCCC3)ccc21 | 0% | -26% | nt | nt | nt | nt | -7% | nt | 3
44 | Cn1c(=O)n(C)c2cc(S(=O)(=O)NCCc3ccccc3)ccc21 | ? | -15% | -1% | 18 | ? | -2% | ? | -12% | 7
45 | CCCCn1c(N)c(N(CC(C)C)C(=O)c2oc3ccc(OC)cc3c2C)c(=O)[nH]c1=O | ? | -6% | 12% | -15 | 18% | -1% | -3% | -12% | -9
46 | O=C(CNC(=S)N(CCCN1CCOCC1)Cc1cccs1)N1CCCCCC1 | -27% | 10% | -7% | -12 | 5% | 18% | 28% | 5% | -17
